Screening results deposited in PubChem BioAssay by several laboratories.
MrgX1 antagonist: blocks BAM8-22 activation of human MrgX1 receptor; MRGX1-HEK293 calcium flux, Fluo-4, BAM8-22 antagonism; active compounds read low; B-score at 10 µM; Q96LB2; actives 1.3% (n = 310,000);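 active means calcium-response B-score plate-corrected more than 3 library SD below zero, starting fluorescence within 5 deviations, no agonist response on first addition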;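 further: peak minus trough fluorescence over baseline after final BAM8-22 challenge near maximal dose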
TRPC6 act: activators of mouse TRPC6 channel; Q61143; HEK293-TRPC6 membrane potential dye fluorescence; active compounds read high; B-score at 10 µM; actives 0.13% (n = 310,000); AID 2550;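 active means B-score of the integrated fluorescence ratio above library mean plus 3 SD, and starting fluorescence ratio within library mean plus 5 SD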;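 further: higher score means more depolarization so channel activation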
RGS4 block: inhibitors of human RGS4 | P49798 | HEK293 M3R/RGS4 inducible, Fluo-4 calcium flux; active compounds read high; triggered by carbachol at its EC20 | B-score at 10 µM | actives 0.45% (n = 310,000) | AID 463165;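 active means B-score, a plate-corrected calcium signal, over three deviations above library mean, with baseline fluorescence within five deviations of library mean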;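 further: RGS4 expression induced by doxycycline in cells with stable M3 receptor; B-score is computed from the integrated fluorescence ratio over baseline after carbachol; higher B-score means a larger calcium signal and so more RGS4 inhibition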
RGS4 pot: potentiators or activators of RGS4. HEK293 M3R/inducible RGS4, carbachol calcium flux Fluo4; active compounds read low. B-score at 10 µM. actives 0.92% (n = 310,000);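 active means B-score of the integrated calcium signal more than 4 SD below the library mean, with starting fluorescence not abnormally high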;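 further: negative B-score means reduced calcium response which marks RGS4 activation or potentiation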
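test system = HEK293 cells with stable M3R and inducible RGS4 | schedule = recording 10 s baseline at 1 Hz, 100 s post-agonist | technique = Fluo4-AM (2 µM) calcium-flux fluorescence, kinetic read | measure = Agonist-evoked peak-minus-minimum fluorescence over baseline, integrated ratio, B score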
Platelet DG rel: platelet dense granule release activity | human platelet-rich plasma, SFLLRN dense granule ATP release, luminescence | actives 0.22% (n = 300,000) | inhibition, %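 (compounds screened at 7.5 µM in platelet-rich plasma)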 | AID 1663;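 active means mean replicate score, as percent of positive control, at or above 50; inconclusive means mean below 50 but at least one replicate at or above 50; inactive means mean and every replicate below 50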
TRPC4 inh: inhibitors of mouse TRPC4 channel; Q9QUQ5; HEK293 TRPC4beta/mu-opioid, DAMGO-evoked Fluo4 calcium flux; active compounds read low; B-score at 10 µM; actives 0.39% (n = 300,000);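 active means B-score over 3 SD under the library average, no early fluorescence shift, positive overall ratio signal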
Target sequence (Q9QUQ5 whole entry, looked up): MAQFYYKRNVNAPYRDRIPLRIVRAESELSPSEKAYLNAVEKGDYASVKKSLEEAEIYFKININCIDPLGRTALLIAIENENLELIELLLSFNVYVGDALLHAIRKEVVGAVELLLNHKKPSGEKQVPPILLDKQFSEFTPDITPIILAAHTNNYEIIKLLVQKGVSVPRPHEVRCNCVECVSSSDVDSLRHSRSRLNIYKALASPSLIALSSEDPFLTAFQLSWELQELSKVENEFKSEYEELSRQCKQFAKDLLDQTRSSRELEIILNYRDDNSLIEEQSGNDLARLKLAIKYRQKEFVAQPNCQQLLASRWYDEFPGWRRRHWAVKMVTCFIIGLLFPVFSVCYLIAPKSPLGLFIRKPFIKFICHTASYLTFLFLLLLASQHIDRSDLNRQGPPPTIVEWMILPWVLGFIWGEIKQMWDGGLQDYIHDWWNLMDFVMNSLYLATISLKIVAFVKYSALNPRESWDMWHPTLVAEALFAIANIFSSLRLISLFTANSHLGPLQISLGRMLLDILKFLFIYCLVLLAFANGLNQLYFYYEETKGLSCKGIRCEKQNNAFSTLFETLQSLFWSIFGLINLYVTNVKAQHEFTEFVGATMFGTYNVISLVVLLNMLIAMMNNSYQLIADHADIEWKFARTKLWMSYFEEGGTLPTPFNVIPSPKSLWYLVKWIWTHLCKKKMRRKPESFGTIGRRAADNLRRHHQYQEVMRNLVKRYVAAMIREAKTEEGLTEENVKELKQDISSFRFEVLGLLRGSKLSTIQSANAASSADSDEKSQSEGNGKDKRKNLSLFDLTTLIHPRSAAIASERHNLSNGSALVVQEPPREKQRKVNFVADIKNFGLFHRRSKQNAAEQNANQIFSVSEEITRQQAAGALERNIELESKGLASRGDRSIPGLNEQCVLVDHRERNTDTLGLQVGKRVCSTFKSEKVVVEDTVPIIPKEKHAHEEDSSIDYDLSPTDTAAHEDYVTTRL
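Assay system – HEK293 line stably carrying TRPC4beta and mu-opioid receptor · Doses – single dose · Detection – Fluo4 calcium-dye fluorescence, kinetic read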
HIF act: HIF pathway transcriptional activation. actives 0.32% (n = 300,000). activation, % at 7.5 µM (by protocol). AID 1910. U2OS HRE-luciferase reporter, luminescence; normalized: DMSO 0%, desferrioxamine 100%;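 active means mean activation of at least 10% of the iron chelator positive control signal, with at least half of replicates also reaching 10%; inconclusive means mean and replicate majority disagree about reaching 10%; inactive means mean and most replicates under 10%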
SKKanGAS inh: blocks kanamycin growth of S. pyogenes SKKanGAS strain. BacTiter-Glo, 6 h. inhibition, % at 7.5 µM. actives 1.3% (n = 300,000). AID 1662;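 active means mean replicate score, as percent of positive control median, at least 50; inconclusive means mean below 50 but one replicate at or above 50; inactive means mean and every replicate below 50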;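 further: strain carries kanamycin resistance gene driven by streptokinase promoter and grows in 40 µg/ml kanamycin; loss of luminescence reflects streptokinase promoter inhibition or plain growth inhibition; 0% = median of DMSO wells and 100% = positive control at its reference dose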
MrgX1 allo act: allosterically activates human MrgX1 receptor signaling; Q96LB2; MrgX1-HEK293, Fluo-4 calcium flux, FDSS; active compounds read high; B-score at 10 µM; actives 0.63% (n = 310,000); AID 588675;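 active means plate-corrected calcium response at least 3 library SD above typical, normal starting fluorescence, not activating the receptor alone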;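 further: compound read alongside a low EC10 to EC30 dose of BAM8-22 agonist; peak minus trough fluorescence over baseline measured at the second addition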
TRPC6 inhibitor: mouse TRPC6 channel inhibition; Q61143; HEK293-TRPC6, membrane potential dye, ACh-evoked depolarization; active compounds read low; B-score at 10 µM; actives 1.1% (n = 310,000); AID 2553;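 active means B-score under library mean minus 3 SD, initial fluorescence not abnormally high, positive integrated signal ratio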;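 further: B-score derived from integrated fluorescence ratio over the kinetic read; more negative B-score means stronger inhibition of depolarization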
MrgX1 agonist: human MrgX1 receptor agonism, primary screen; Q96LB2; MrgX1-HEK293 cells, Fluo-4 calcium fluorescence, agonist mode; active compounds read high; B-score at 10 µM; actives 0.44% (n = 310,000);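 active means calcium response B-score plate-corrected fluorescence ratio at least 3 library SD, with starting fluorescence B-score inside 5 SD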
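System – MrgX1-expressing HEK293 cells · Incubation – cells plated overnight, dye loaded 0.5 h 37 °C, 0.5 h room temperature · Technique – kinetic Fluo-4 NW fluorescence of intracellular calcium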
* hit, by the source's call; i = inactive; ? = inconclusive; / = not tested or not shown. Compounds were not picked by outcome (roughly 6.1% active in at least one column).

Structure	MrgX1 antagonist	TRPC6 act	RGS4 block	RGS4 pot	Platelet DG rel	TRPC4 inh	HIF act	SKKanGAS inh	MrgX1 allo act	TRPC6 inhibitor	MrgX1 agonist
CC(C)c1ccc(-c2c(C#N)c(N)nc(SCC(=O)N3CCCCC3)c2C#N)cc1	i	i	i	i	-1.6	i	0.0	2.8	i	i	i
Cc1nn(C)c(Cl)c1C(=O)NCC(=O)Nc1ccc(C(C)C)cc1	i	i	i	i	-14.6	i	-0.4	-15.6	i	i	i
[S-]c1nnc(-c2ccc(Br)cc2)n1-c1ccccc1.[Zn+2]	i	i	i	i	-4.4	i	0.1	-3.0	i	i	i
Cc1ccc(OCC(O)CNCc2ccc(F)cc2)cc1 (centres undefined)	i	i	i	i	-3.3	i	1.8	-4.4	i	i	i
N/C(=N/O)C(c1ccccc1)c1ccccc1	i	i	i	i	-1.3	i	0.3	3.5	i	i	i
CCn1c(=S)sc2c(=O)n(CC(=O)Nc3cccc(Br)c3)c(C)nc21	i	i	i	i	-5.0	i	0.5	12.7	i	i	i
CC1CN(S(=O)(=O)c2cccc(C(=O)Nc3ccccc3N3CCCC3)c2)CC(C)O1 (centres undefined)	i	i	i	i	0.3	i	0.0	-11.2	i	i	i
CCCCCn1nc(C)c(/C=N/NC(=O)c2ccoc2C)c1C	i	i	i	i	5.6	i	3.1	11.3	i	i	i
Cc1cccc2sc(NNC(=O)c3cc(-c4cccs4)nc4ccccc34)nc12	i	i	i	i	4.0	i	-0.2	87.7*	i	i	i
COc1ccc(N2CCN(C(C)C(=O)N3CCCC3)CC2)cc1 (centres undefined)	i	i	i	i	4.1	i	0.6	-1.4	i	i	i
COc1ccc2c(c1)-c1nc(NC(=O)c3cccs3)sc1CC2	i	i	i	i	2.3	i	1.4	38.5	i	i	i
CCOC(=O)c1c(NC(=S)N2CCOCC2)sc2c1CCN(C(=O)OCC)C2	i	i	i	i	1.6	i	-2.6	5.1	i	i	i
COc1ccc(/C=N/n2cncn2)cc1Cn1cc([N+](=O)[O-])cn1	i	i	i	i	2.4	i	-0.4	4.9	i	i	i
Cc1onc(-c2ccccc2)c1-c1n[nH]c(=S)n1-c1ccccc1Cl	i	i	i	i	-4.0	i	0.2	-1.6	i	i	i
O=c1[nH]c(C2CCN(S(=O)(=O)Cc3ccccc3)CC2)nc2c1nnn2Cc1cccc(Cl)c1	i	i	i	i	0.6	i	-0.5	21.7	i	i	i
COC(=O)c1sc(N)c(C(=O)OC)c1COC(=O)CNS(=O)(=O)c1ccc(C)cc1	i	i	i	i	?	i	-1.0	3.2	i	i	i
c1ccc(-c2ccccc2OCCCN2CCOCC2)cc1	i	i	i	i	-2.3	i	0.2	1.0	i	i	i
Cc1cc(C)c(NC(=O)COC(=O)/C=C/c2cccc(C(F)(F)F)c2)c(C)c1	i	i	i	i	-4.6	i	0.3	8.5	i	i	i
COc1ccc(-c2cc(C)no2)cc1S(=O)(=O)N1CC(=O)Nc2ccccc21	i	i	i	i	14.0	i	-0.1	2.4	i	i	i
CC(=O)N1CC2(NC(=O)c3ccccc3N2)c2ccccc21 (centres undefined)	i	i	i	i	18.2	i	-0.1	-1.0	i	i	i
COc1ccc(C2OC(=O)CC2C(=O)NC(C)C)cc1 (centres undefined)	i	i	i	i	1.5	i	0.1	7.2	i	i	i
COc1cccc(-c2nc(CS(=O)(=O)CC(=O)Nc3ccc(F)cc3F)c(C)o2)c1	i	i	i	i	-9.5	i	0.0	-1.3	i	i	i
Cc1ccc(C(=O)NCCCNC(=O)c2ccc(C)nc2)cc1	i	i	i	i	15.5	i	-0.4	-0.1	i	i	i
Cc1ccc(N2C(=O)CC(Sc3ccccc3C(=O)O)C2=O)c([N+](=O)[O-])c1 (centres undefined)	i	i	i	i	14.6	i	0.0	-1.5	i	i	i
CCOC(=O)c1nnn(-c2nonc2N)c1CN(C)C1CCCCC1	i	i	i	i	/	i	/	1.4	i	i	i
CCc1nnc(NS(=O)(=O)c2ccc(NCc3cc(Cl)cc(Cl)c3O)cc2)s1	i	i	i	i	-1.2	i	-0.4	54.3*	i	i	i
Clc1ccc2nc(N3CCN(c4ccccc4)CC3)sc2c1	i	i	i	i	-3.0	i	-0.8	-3.9	i	i	i
Oc1ccc(N2CCN(C(c3cccnc3)c3nnnn3Cc3ccccc3)CC2)cc1 (centres undefined)	i	i	i	i	0.7	i	0.1	1.4	i	i	i
CCOc1ccc(NC(=O)CN(C)C(=O)C2(c3ccccc3)CC2)cc1OCC	i	i	i	i	12.4	i	2.1	-3.5	i	i	i
CCOP(=O)(OCC)C(Nc1ccc([N+](=O)[O-])cc1)c1ccc(Cl)cc1 (centres undefined)	i	i	i	i	-7.9	i	-1.3	0.3	i	i	i

(further entries)
Structure	MrgX1 antagonist	TRPC6 act	RGS4 block	RGS4 pot	Platelet DG rel	TRPC4 inh	HIF act	SKKanGAS inh	MrgX1 allo act	TRPC6 inhibitor	MrgX1 agonist
O=C(Nc1ccccc1F)Oc1cccc(OC(=O)Nc2ccccc2F)c1	i	i	i	i	16.6	i	6.1	4.8	7.53*	i	i
CCCCC(C(=O)NC(C)c1ccccc1)C(=O)NC(C)c1ccccc1 (centres undefined)	i	i	i	i	-6.4	i	-1.9	3.0	i	i	i
COC(=O)Cn1c(C)c(/C=C/c2cc[n+](C)cc2)c2ccccc21	i	i	i	i	-4.0	i	-0.5	-8.6	i	i	i
NC(=O)c1ccsc1NC(=O)COC(=O)c1cc(=O)[nH]c2ccccc12	i	i	i	i	-4.1	i	-0.4	-4.1	i	i	i
CC1=CC(=C(C#N)c2nc3ccccc3s2)C=C(C)N1CC1CCCO1 (centres undefined)	i	i	i	i	-1.6	i	0.7	14.0	i	-9.84*	i
COc1ccc(Cc2nnc(SCC(=O)c3ccc4c(c3)OCO4)o2)cc1	i	i	i	i	-11.4	i	-0.2	-10.8	i	i	i
Cc1c(NC(=O)CSc2nnc(-c3cccc(Cl)c3)o2)c(=O)n(-c2ccccc2)n1C	i	i	i	i	6.3	i	-0.4	-2.2	i	i	i
COc1ccc(-c2cc(C(=O)N3CCN(c4ccccc4O)CC3)c3ccccc3n2)cc1OC	i	i	i	-7.7*	28.8	i	-0.4	39.4	i	i	i
COc1cc(-c2n[nH]c(=S)n2-c2cc(C(F)(F)F)ccc2Cl)cc(OC)c1OC	i	i	i	i	1.0	i	0.3	9.1	i	i	i
Cc1cccc(C)c1N(CC(=O)NCc1ccco1)C(=O)CNS(=O)(=O)c1ccc(F)cc1	i	i	i	i	-2.1	i	-0.1	13.3	i	i	i
COc1ccc(CNC(=O)C2CCCN(S(=O)(=O)N3CC(C)CC(C)C3)C2)c(OC)c1 (centres undefined)	i	i	i	i	1.9	i	-0.1	-1.4	i	i	i
CC(C)N(CCNC(=O)C1CCC(=O)N1Cc1ccc(F)cc1)Cc1ccccc1 (centres undefined)	i	i	i	i	-17.7	i	-0.2	0.2	i	i	i
O=C(CN(Cc1ccccc1Cl)C(=O)c1csnn1)NCc1ccccc1	i	i	i	i	-3.8	i	-0.3	-0.7	i	i	i
CCc1nnc(NS(=O)(=O)c2ccc(NC(=O)Nc3ccc(OC)cc3)cc2)s1	i	i	i	i	-6.3	i	-29.1	1.4	i	i	i
COc1ccc(OCC(N)=O)cc1	i	i	i	i	4.9	i	-0.9	-7.7	i	i	i
COc1cc(CNCC(C)C)cc(Br)c1OCC(=O)Nc1ccccc1	i	i	i	i	0.2	i	0.0	0.9	i	i	i
Cn1cc(C(=O)N2CCN(c3ccccc3)CC2)c(=O)c2cc(S(=O)(=O)N3CCOCC3)ccc21	i	i	i	i	-4.0	i	2.0	0.6	i	i	i
Cc1oc(-c2ccccc2)nc1Cn1cccc1C1=NC(c2ccccc2)CO1 (centres undefined)	i	i	i	i	-2.0	i	-0.5	69.0*	i	i	i
Cc1ccc2c(n1)sc1c(N)ncnc12	i	i	i	i	-8.8	i	0.1	-5.8	i	i	i
Cc1nn(-c2ncc(C(F)(F)F)cc2Cl)c(=O)n1-c1ccccc1Cl	/	i	i	i	-3.2	i	4.1	-0.6	/	i	/
COC(=O)c1ccccc1COn1c(=O)c[n+]([O-])c2ccccc21	i	i	i	i	1.9	i	0.4	-4.0	i	i	i
O=C(Cc1ccccc1)N/N=C/c1ccc[nH]1	i	i	i	i	14.6	i	0.2	-0.8	i	i	i
CCCCC(=O)Nc1cccc(-c2ccc3nncn3n2)c1	i	i	i	i	5.9	i	-0.2	-4.1	i	i	i
N#CC1=C(N)N(c2ccc(Br)cc2)C2=C(C(=O)CCC2)C1c1cccnc1 (centres undefined)	i	i	i	i	-3.1	i	-0.3	-6.1	i	i	i
O=C(N/N=C/c1cccc(C(F)(F)F)c1)c1ccc(O)cc1	i	i	i	i	1.3	i	2.1	?	i	i	i
CC(=O)N(C)c1ccc(NCc2cc(=O)oc3cc(C)c(O)cc23)cc1	i	i	i	i	2.0	i	-1.5	-4.6	i	i	i
CCOC(=O)N1CCN(S(=O)(=O)c2ccc(C(=O)N(CCN(C)C)c3nc4c(C)cccc4s3)cc2)CC1	i	i	i	i	5.1	i	-1.0	14.0	i	i	i
CCC(=O)c1ccc(OCC(O)Cn2nc(C)cc2C)cc1 (centres undefined)	i	i	i	i	-11.0	i	0.7	12.2	i	i	i
O=C(N/N=C/c1ccc([N+](=O)[O-])o1)c1cn(-c2ccccc2)nc1-c1ccc(Cl)cc1	i	i	i	i	2.8	i	-0.1	107.2*	i	i	i
O=C(O)[C@H]1Cc2ccccc2CN1S(=O)(=O)c1ccc(F)cc1	i	i	i	i	2.7	i	-0.3	-2.9	i	i	i
COCc1nnc(NC(=O)c2ccc3c(c2)OCO3)s1	-5.8*	i	i	i	-5.1	i	1.0	0.7	i	i	i
NC(=O)c1c(NC(=O)c2ccccc2)sc2c1CCc1ccccc1-2	i	i	i	i	-6.9	i	2.0	-5.6	i	i	i
